Source: PubChem BioAssay (several laboratories)
STK33 inh = human STK33 kinase inhibition | purified STK33, MBP phosphorylation, ADP-Glo luminescence | 320,000 compounds, 0.073% hits | inhibition, % at 10 µM | AID 2661 | Q9BYT3;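 active means inhibition at or above 25%, using the most active replicate where run in duplicate; inactive means inhibition below 25%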
Target sequence (Q9BYT3 whole entry, looked up): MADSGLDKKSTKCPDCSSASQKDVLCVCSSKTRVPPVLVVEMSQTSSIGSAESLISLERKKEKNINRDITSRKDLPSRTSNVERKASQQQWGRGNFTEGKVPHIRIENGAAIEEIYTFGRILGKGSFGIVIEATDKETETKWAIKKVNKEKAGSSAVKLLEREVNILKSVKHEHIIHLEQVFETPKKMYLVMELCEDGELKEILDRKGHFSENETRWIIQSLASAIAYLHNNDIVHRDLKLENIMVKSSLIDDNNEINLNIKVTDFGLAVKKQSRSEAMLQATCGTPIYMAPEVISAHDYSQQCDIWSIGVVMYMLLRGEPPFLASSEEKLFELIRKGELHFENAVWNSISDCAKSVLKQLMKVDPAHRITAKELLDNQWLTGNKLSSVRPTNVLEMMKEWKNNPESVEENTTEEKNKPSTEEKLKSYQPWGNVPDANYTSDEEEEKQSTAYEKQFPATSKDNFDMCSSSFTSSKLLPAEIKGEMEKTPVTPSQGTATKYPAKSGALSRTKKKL
CHT PAM = allosterically activates the human high affinity choline transporter | Q9GZV3 | CHT-expressing cells, membrane potential dye, choline EC20; stronger effect = higher value; LV-AA mutant CHT in HEK293 cells | B-score at 10 µM | 310,000 compounds, 0.49% hits | AID 488977;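 active means initial fluorescence not abnormally high and integrated response B-score, plate-corrected, over 3 SD above library mean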
Target sequence (Q9GZV3 whole entry, looked up): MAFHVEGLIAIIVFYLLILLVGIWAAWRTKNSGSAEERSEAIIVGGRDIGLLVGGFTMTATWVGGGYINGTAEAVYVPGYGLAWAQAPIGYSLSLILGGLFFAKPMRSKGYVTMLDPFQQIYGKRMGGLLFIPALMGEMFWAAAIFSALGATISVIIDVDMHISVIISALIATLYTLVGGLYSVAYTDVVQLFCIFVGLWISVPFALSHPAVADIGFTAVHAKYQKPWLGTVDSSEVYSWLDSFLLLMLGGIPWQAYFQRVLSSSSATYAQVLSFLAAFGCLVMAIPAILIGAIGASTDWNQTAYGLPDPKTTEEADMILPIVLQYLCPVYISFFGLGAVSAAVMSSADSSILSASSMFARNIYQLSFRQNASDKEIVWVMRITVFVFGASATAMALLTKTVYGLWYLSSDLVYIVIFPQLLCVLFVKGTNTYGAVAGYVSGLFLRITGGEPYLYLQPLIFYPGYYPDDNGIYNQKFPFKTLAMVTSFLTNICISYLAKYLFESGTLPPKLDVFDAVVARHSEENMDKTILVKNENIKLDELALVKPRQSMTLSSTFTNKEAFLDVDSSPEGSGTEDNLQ
CHT inh = inhibitors of human choline transporter CHT; Q9GZV3; CHT-expressing cells, membrane potential dye, choline response; stronger effect = lower value; B-score at 10 µM; 310,000 compounds, 0.86% hits; AID 488975;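 active means B-score over 3 SD under the library average, and starting fluorescence ratio not unusually high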;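 further: choline stimulus applied at its EC90 after an EC20 pre-addition; B-score computed on integrated fluorescence ratio after choline addition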
* hit, by the source's call; i = inactive; x = not tested or not shown.

SMILES | STK33 inh | CHT PAM | CHT inh
Cc1c(NC(=O)c2cc3nc(-c4ccccc4)cc(C)n3n2)c(=O)n(-c2ccccc2)n1C | -0.7 | i | i
Cc1ccc(C)c(OCc2cc(C(=O)NC3CCN(Cc4ccccc4)CC3)no2)c1 | -0.5 | i | i
CCCCCOc1ccc(OC(=O)c2ccncc2)cc1 | -0.1 | i | i
CC(NCC(O)COc1ccccc1)C1COc2ccccc2O1 (stereo not drawn) | -1.5 | i | i
COC(=O)CCC(=O)NNC(=O)c1cccc(Cl)c1 | -0.9 | i | i
O=c1c(-c2ccc(Cl)cc2)cnc2n1CCS2 | 0.3 | i | i
O=C1C2CC=CCC2C(=O)N1c1ccc(NCCc2ccccc2)c([N+](=O)[O-])c1 (stereo not drawn) | -3.1 | i | i
COc1cccc(N2CCN(Cc3ncc(-c4ccccc4)o3)CC2)c1 | -0.3 | i | i
Cc1ccc(NC(=O)CN(C)C(=O)COc2ccc(C(=O)c3ccc(F)cc3)cc2)cc1 | 0.0 | i | i
CN(Cc1nc2ccccc2n1C)c1ccccc1 | 0.3 | i | i
COc1ccc(C(=O)C2CCCN(C(=O)c3cc(C4CC4)[nH]n3)C2)c(C)c1 (stereo not drawn) | -0.2 | i | i
CCOc1ccc(C(=O)NCCCN2CCCC2=O)cc1 | -1.2 | i | i
O=C(O)CN1C(=O)CC(c2ccccc2)CC1=O | -0.7 | i | i
O=C(NCC(c1ccco1)N1CCN(c2ccccc2)CC1)c1ccco1 (stereo not drawn) | 0.1 | i | i
CCS(=O)(=O)N1CCC(C(=O)NCCN2CCOCC2)CC1 | x | i | i
Cc1ccc(NCc2ccco2)cc1C | -0.4 | i | i
COc1ccccc1NC(=O)C1CC(=O)N(c2ccc(F)cc2)C1 (stereo not drawn) | -0.5 | i | i
CN(Cc1ccc(-n2cccn2)cc1)Cc1cn(C)nc1-c1ccccc1F | 4.5 | i | i
COc1cc(NC(=O)CSc2nc(C)cc(C)n2)cc(OC)c1OC | 0.2 | i | i
COC(=O)c1sc2nc3c(cc2c1N)COC(C)(C)C3 | -1.0 | i | i
O=S(=O)(NCCc1ccncc1)c1ccc(S(=O)(=O)N2CCCCCC2)cc1 | -1.7 | i | i
COc1ccc(Cc2nnc(SCC(=O)Nc3ccc(C)c(C)c3)o2)cc1OC | 0.1 | i | i
COc1ccc(-c2nc3ccccc3nc2-c2ccccc2)cc1 | 0.3 | i | i
COc1ccc2c(CCNC(=O)/C=C/c3ccc(OC)c(OC)c3)c[nH]c2c1 | -0.5 | i | i
CCCn1nnc(NC(=O)c2ccc(-c3cccc(Cl)c3)o2)n1 | -0.4 | i | i
Cc1cc(NC(=O)Cc2ccccc2)ccc1NC(=O)c1cccs1 | -5.6 | i | i
O=C(NCC1CCCO1)c1ccc(S(=O)(=O)N2CCC(c3nc4ccc(Cl)cc4[nH]3)CC2)cc1 (stereo not drawn) | 0.5 | i | i
Cc1cc(C(=O)CCl)c(C)n1-c1c(C)n(C)n(-c2ccccc2)c1=O | -1.1 | i | i
COc1ccc(C(=O)C[n+]2ccc(N(C)C)cc2)cc1 | -0.3 | i | i
COc1ccc(NC(=S)NCc2ccc3c(c2)cc(C)n3C)cc1 | -0.9 | i | i
Cc1ccc(C(=O)OCC2OC3OC(C)(C)OC3C2O)cc1 (stereo not drawn) | x | i | i
O=C(Nc1ccc(NC(=O)c2cccs2)c(Cl)c1)c1cccs1 | -0.6 | i | i
COC(=O)c1ccc(/C=N\n2c(C)nnc2C)cc1 | -0.5 | i | i
Cc1ccc(CN2CCN(/N=C/c3cccn3C)CC2)c(C)c1 | -0.7 | i | i
Cc1ccc(S(=O)(=O)NC2(C(F)(F)F)NC(=O)N(CCc3ccccc3)C2=O)cc1 (stereo not drawn) | -1.7 | i | i
CCCCn1c(N)c(N(CC(C)C)C(=O)c2oc3c(Cl)cccc3c2C)c(=O)[nH]c1=O | -1.0 | i | i
Clc1ccc(Oc2nc(N3CCOCC3)nc(N3CCOCC3)n2)c(C2CCCCC2)c1 | -0.2 | i | i
CN(C)c1ccc(/C=C(\NC(=O)c2ccccc2)C(=O)NCCCn2ccnc2)cc1 | -1.9 | i | i
Cc1ccc(CNC(=O)c2cc3c(=O)n(C)c4ccccc4c3n2C)cc1 | -0.6 | i | i
COc1ccccc1/C=N/NC(=O)CO | -1.4 | i | i
CCn1c2ccc(Cl)cc2c2nc3ccccc3nc21 | 1.9 | i | i
Cc1ccc(NC2CCCN(C(=O)c3ccccc3-c3ncc[nH]3)C2)cc1C (stereo not drawn) | 0.2 | i | i
S=c1nc(C2CCCCC2)n(-c2ccccc2)[nH]1 | -1.1 | i | i
COc1ccc(NC(=O)CSc2ccccc2)cn1 | -0.1 | i | i
CC(OC1=CC(=O)CCC1)C(=O)c1ccccc1 (stereo not drawn) | -0.5 | i | i

A draw from above in order of number of heavy atoms, ascending.
SMILES | STK33 inh | CHT PAM | CHT inh
COc1ccccc1/C=N/NC(=O)CO | -1.4 | i | i
S=c1nc(C2CCCCC2)n(-c2ccccc2)[nH]1 | -1.1 | i | i
COC(=O)c1ccc(/C=N\n2c(C)nnc2C)cc1 | -0.5 | i | i
CCn1c2ccc(Cl)cc2c2nc3ccccc3nc21 | 1.9 | i | i
Cc1ccc(C(=O)OCC2OC3OC(C)(C)OC3C2O)cc1 (stereo not drawn) | x | i | i
Cc1ccc(CN2CCN(/N=C/c3cccn3C)CC2)c(C)c1 | -0.7 | i | i
COc1ccc(NC(=S)NCc2ccc3c(c2)cc(C)n3C)cc1 | -0.9 | i | i
Cc1ccc(CNC(=O)c2cc3c(=O)n(C)c4ccccc4c3n2C)cc1 | -0.6 | i | i
Cc1ccc(NC2CCCN(C(=O)c3ccccc3-c3ncc[nH]3)C2)cc1C (stereo not drawn) | 0.2 | i | i
Cc1ccc(S(=O)(=O)NC2(C(F)(F)F)NC(=O)N(CCc3ccccc3)C2=O)cc1 (stereo not drawn) | -1.7 | i | i
CN(C)c1ccc(/C=C(\NC(=O)c2ccccc2)C(=O)NCCCn2ccnc2)cc1 | -1.9 | i | i
Clc1ccc(Oc2nc(N3CCOCC3)nc(N3CCOCC3)n2)c(C2CCCCC2)c1 | -0.2 | i | i

The list goes on:
SMILES | STK33 inh | CHT PAM | CHT inh
O=C(NCCCN1CCOCC1)c1ccccc1N1C(=O)[C@@H]2Cc3c([nH]c4ccccc34)C(c3ccc(F)cc3)N2C1=O (stereo partly drawn) | 0.6 | i | i
COC(=O)C1=C(C)Nc2nnnn2C1c1ccccc1Cl (stereo not drawn) | 0.2 | i | i
O=C(NC1CCCCC1)N(CCN1CCOCC1)Cc1cc2cc3c(cc2[nH]c1=O)OCCO3 | -0.2 | i | i
CC(/C=C/c1ccccc1)=N/NC(=O)c1cnccn1 | -1.1 | i | i
CCOC(=O)C1=C(O)C(=O)N(c2ccc(S(N)(=O)=O)cc2)C1c1ccc(Cl)cc1 (stereo not drawn) | -5.0 | i | i
O=C(/C=C/c1ccco1)NCC(=O)N/N=C/c1ccccc1[N+](=O)[O-] | -0.2 | i | i
Cc1cc(C)cc(NC(=S)N(CCN2CCCCC2)Cc2ccco2)c1 | -0.8 | i | i
N#CC12CCCCC1CC1CCCCC1(C#N)N2CCO (stereo not drawn) | -1.6 | i | -5.7*
O=C(CC1C(=O)N(c2ccccc2)C(=O)N1C1CCCCC1)Nc1ccccc1 (stereo not drawn) | -0.3 | i | i
COc1ccc(Nc2nnc(C)c(=O)[nH]2)c(OC)c1 | -2.1 | i | i
Cc1cccc(NC(=O)CN2C(=O)CSC2=O)c1 | -2.2 | i | i
CC(C)Nc1nc(C#N)nc(NC(C)C)n1 | -1.6 | i | i
O=C(COc1ccccc1)NCC(c1ccco1)N1CCN(c2ccc(F)cc2)CC1 (stereo not drawn) | 0.3 | i | i
N#Cc1cc2c(nc1SCC(=O)N1CCOCC1)CCCCC2 | -1.8 | i | i
COc1ccccc1NC(=O)Cn1cnc2c(cnn2-c2ccccc2)c1=O | 0.5 | i | i

2 entries picked at random from the list so far:
SMILES | STK33 inh | CHT PAM | CHT inh
Cc1cc(C)cc(NC(=S)N(CCN2CCCCC2)Cc2ccco2)c1 | -0.8 | i | i
N#Cc1cc2c(nc1SCC(=O)N1CCOCC1)CCCCC2 | -1.8 | i | i

Next results follow:
SMILES | STK33 inh | CHT PAM | CHT inh
O=C(CCC1CCCCC1)NCCN1C2=NC[C@H](Cc3ccc(O)cc3)N2C[C@H]1Cc1ccc(O)cc1 | 0.0 | i | i
COCCNC(=O)/C(C#N)=C1\N=C(N)c2ccccc21 | 1.6 | i | i
O=C(NNC(=O)C1CC1c1ccccc1)Nc1ccccc1 (stereo not drawn) | -1.6 | i | i
Cc1ccc(S(=O)(=O)NCC[C@@]2(C)C3CCC2(C)C(=O)C3)cc1 (stereo partly drawn) | -0.4 | i | i
Cc1n[nH]c(=O)c2c(NC(=O)CSc3ccc(Br)cc3)oc(C)c12 | -0.3 | i | i
Cc1ccc2cc(-c3noc(C4CCCO4)n3)c(=O)[nH]c2c1 (stereo not drawn) | -0.5 | i | i
CN=C1SC(CC(=O)Nc2sc3c(c2C#N)CCCC3)C(=O)N1C (stereo not drawn) | -1.0 | i | i
CC1=C(C(=O)OCCCBr)C(c2ccc3c(c2)OCO3)NC(=O)N1 (stereo not drawn) | -0.5 | i | i
Cc1ccc(Cl)cc1N1CCN(S(=O)(=O)c2cccc(S(=O)(=O)N3CCCC3)c2)CC1 | -5.8 | i | i
O=S(=O)(c1ccccc1)n1cc(-c2ccccn2)c(N2CCOCC2)n1 | 5.6 | i | i
O=c1n(Cc2ccccc2F)c2ccccc2n1Cc1ccccc1F | -0.7 | i | i
CC(=O)c1ccc(-c2cc([C@H]3[C@H]4C=CC[C@@H](C)[C@@H]4C(=O)N3Cc3ccccc3)ccc2F)cc1 | -0.1 | i | i
CCSC1=C(C#N)C(=O)n2c1cc1c2CCCC1 | -0.9 | i | i
COc1ccc(CCN2C(=O)CC(C(C)c3ccccc3)C2=O)cc1OC (stereo not drawn) | -0.9 | i | i
COc1cccc(C(=O)Oc2cc(C)[nH]c(=O)c2[N+](=O)[O-])c1 | 0.7 | i | i
Cc1sc2ncn(CC(=O)NCc3ccco3)c(=O)c2c1-c1ccc(F)cc1 | 0.5 | i | i
Cc1ccc(-c2c(C(=O)N(C)Cc3ccccc3)oc(=O)c3ccccc23)cc1 | x | i | i
COC(=O)CSc1ccc(S(=O)(=O)N2CCC(C)CC2)cc1[N+](=O)[O-] | -0.8 | i | i
COc1ccccc1P(=O)(c1ccccc1)c1ccccc1 | -1.5 | i | i
CCC(=O)N(C)CCc1cc2c(c(OC)c1/C=N/NC(=O)c1ccc(Br)cc1)OCO2 | 1.2 | i | i
COc1cc(/C=N/NC(=O)c2ccncc2)ccc1OC(C)=O | -0.9 | i | i
CCOC(=O)CN(C)C(=O)CCc1nnc(-c2ccc(-c3ccccc3)cc2)o1 | 0.0 | i | i
N=c1c(C(=O)NC2CCCC2)cc2c(=O)n3ccccc3nc2n1C1CCCCC1 | 0.6 | i | i
O=C(COC(=O)CCc1ccc(S(=O)(=O)N2CCOCC2)cc1)NC1CCCCCC1 | -1.2 | i | i
CN(C)CCOCCOc1ccccc1-c1ccccc1 | -0.5 | i | i
CC(OC(=O)c1cccc(-n2cnnn2)c1)C(=O)NCc1ccccc1 (stereo not drawn) | -2.3 | i | i
C=CCn1c(N)cc(=O)nc1SCC(=O)N1CCN(c2ccc(F)cc2)CC1 | -2.0 | i | i
CC(C)CC(c1nnnn1CC1CCCO1)N1CCN(Cc2ccc3c(c2)OCO3)CC1 (stereo not drawn) | 1.3 | i | i
O=C(NNC(=S)NC1CCCCC1)c1cccc(S(=O)(=O)Nc2ccccc2Cl)c1 | 0.0 | i | i
C/C(CC(=O)Nc1ccc(C)c(Cl)c1)=N\NC(=O)c1ccco1 | -1.2 | i | i
CC(=O)Nc1ccc(OC(=O)C(CCS(C)(=O)=O)N2C(=O)c3ccccc3C2=O)cc1 (stereo not drawn) | 0.4 | i | i
COc1ccc(/C=N/n2c(=O)[nH]c3c([nH]c4ccc(F)cc43)c2=O)cc1CN1CCCCC1 | -0.7 | i | i
Cc1cc(O)c(C(C)C)cc1NC(=O)c1ccccc1Cl | 0.9 | i | i
Cc1ccnc(NC(=O)c2cnc(Cl)c(Cl)c2)c1 | 0.8 | i | i
CC(C(=O)Nc1ccccc1C(=O)O)n1c(C(F)(F)F)nc2ccccc21 (stereo not drawn) | -0.8 | i | i
CCOc1ccc(S(=O)(=O)NCCC(=O)OCC(=O)c2ccc[nH]2)cc1 | -0.6 | i | i
C=C(C)C(=O)Nc1cccc(C2=NOC3(C2)C[C@@H](C(N)=O)N(C(=O)C(=C)C)C3)c1 (stereo partly drawn) | 1.2 | i | i
CCCN1C(=O)c2ccccc2NC1c1ccc(O)c(OCC)c1 (stereo not drawn) | 0.2 | i | i
CCOC(=O)CSc1nc2cc(OC)ccc2cc1C#N | -0.6 | i | i
O=C(N/N=C/c1ccc(O)cc1)c1cc(-c2ccc3c(c2)OCO3)n[nH]1 | 1.8 | i | i
CC(C)N(c1nnc(N)s1)C(C)C | 0.2 | i | i
COc1ccc(NC(=O)NNC(=O)c2ccccc2-n2cccc2)cc1OC | x | i | i
O=C(COC(=O)c1ccc2ccccc2c1)NCCCc1ccccc1 | -0.4 | i | i
NC(=O)CC(NC(=O)c1ccc(Cl)cc1)C(=O)NCCc1ccc(S(N)(=O)=O)cc1 (stereo not drawn) | -0.6 | i | i
Cc1nnc(NC(=O)CCS(=O)(=O)Cc2ccccc2)s1 | -0.9 | i | i
CC1CN(C(=O)c2ccc(CNS(=O)(=O)c3cccc(C(F)(F)F)c3)cc2)CC(C)O1 (stereo not drawn) | -0.1 | i | i
CC(=O)Nc1ccc(NC(=O)CCC(=O)OCC(=O)c2cccc([N+](=O)[O-])c2)cc1 | -1.1 | i | i
